BoNT A protease: inhibitors of Botulinum neurotoxin A light chain protease. multiplex microsphere protease substrate cleavage, flow cytometry. inhibition, % at 10 µM. 360,000 compounds, 0.17% hits; note: plate controls were buffer without enzyme for full effect and enzyme alone for no effect
FadD28 binding: inhibitors of Mycobacterium tuberculosis FadD28 bisubstrate binding; AID 588549; 360,000 compounds, 0.22% hits; FadD28 bisubstrate probe binding, fluorescence polarization; inhibition, % at 12.5 µM; in the data active = inhibition above about 8.5%, passing the limit was not always enough; inconclusive = no clear call, values can overlap the other calls
BoNT F protease: BoNT F light chain protease inhibition; Multiplex microsphere protease cleavage assay, flow cytometry; inhibition, % at 10 µM; 360,000 compounds, 0.22% hits; in the data active = inhibition above about 35%, passing the limit was not always enough; inconclusive = no clear call, values can overlap the other calls; note: plate controls were buffer without enzyme for full effect and enzyme alone for no effect
PfHsp40 rescue: restores yeast growth despite PfHsp40 toxicity. S. cerevisiae expressing PfHsp40, growth rescue, ATP luminescence. growth rescue, % at 12.5 µM. 340,000 compounds, 0.68% hits. AID 504582; in the data active = growth rescue above about 28%, passing the limit was not always enough; inconclusive = no clear call, values can overlap the other calls;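 note: yeast W303a lacking pdr1 and pdr3 grown in galactose medium; growth measured after three days at 30 °C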
UGM FP inh: blocks M. tuberculosis UGM enzyme. inhibition, % at 10 µM. AID 504406. 320,000 compounds, 0.06% hits. purified UGM, fluorescence polarization probe displacement. P9WIQ1; in the data active = inhibition above about 10%, passing the limit was not always enough; inconclusive = no clear call, values can overlap the other calls
Target sequence (P9WIQ1 whole entry, looked up): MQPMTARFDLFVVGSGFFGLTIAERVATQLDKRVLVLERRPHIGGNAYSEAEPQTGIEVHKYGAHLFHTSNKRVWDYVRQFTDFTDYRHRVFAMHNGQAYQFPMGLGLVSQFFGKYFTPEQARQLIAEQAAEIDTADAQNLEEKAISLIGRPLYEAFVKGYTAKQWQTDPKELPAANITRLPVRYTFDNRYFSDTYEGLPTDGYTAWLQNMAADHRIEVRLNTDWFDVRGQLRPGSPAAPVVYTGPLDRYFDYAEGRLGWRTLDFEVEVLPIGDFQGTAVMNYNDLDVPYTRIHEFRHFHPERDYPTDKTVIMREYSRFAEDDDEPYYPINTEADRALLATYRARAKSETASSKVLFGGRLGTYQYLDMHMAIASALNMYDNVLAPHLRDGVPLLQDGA
Mtb BioA inh: BioA (M. tuberculosis) enzyme inhibition. 360,000 compounds, 0.096% hits. AID 602481. inhibition, % at 9.99 µM. purified M. tuberculosis BioA enzyme, plate reader; in the data active = inhibition above about 40%; inconclusive = no clear call, values can overlap the other calls
GDH-TPI counter: inhibits GDH-TPI coupling enzymes, artifact for Mtb FBA screen; GDH-TPI coupled enzyme counterscreen, NADH absorbance; inhibition, % at 4.8 µM; 360,000 compounds, 1.2% hits; AID 588335; in the data active = inhibition above about 30%;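 note: 0% = DMSO wells and 100% = wells lacking the enzyme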
FBA Mtb inh: inhibitors of M. tuberculosis fructose-bisphosphate aldolase; 360,000 compounds, 2.3% hits; P9WQA3; purified M. tuberculosis FBA, fluorescence read-out; inhibition, % at 1 µM; in the data active = inhibition above about 27%;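 note: 0% = vehicle and 100% = reference inhibitor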
Target sequence (P9WQA3 whole entry, looked up): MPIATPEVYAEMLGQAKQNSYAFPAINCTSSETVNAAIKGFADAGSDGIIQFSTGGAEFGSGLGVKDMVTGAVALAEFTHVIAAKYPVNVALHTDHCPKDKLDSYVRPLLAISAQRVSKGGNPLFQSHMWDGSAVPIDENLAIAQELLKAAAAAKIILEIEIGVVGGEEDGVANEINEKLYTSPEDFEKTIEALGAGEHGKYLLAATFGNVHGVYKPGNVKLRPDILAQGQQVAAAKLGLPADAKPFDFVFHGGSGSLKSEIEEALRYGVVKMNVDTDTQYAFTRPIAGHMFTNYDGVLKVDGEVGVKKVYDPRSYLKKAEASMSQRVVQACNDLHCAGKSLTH
Anthrax LF prot: blocks Bacillus anthracis lethal factor protease; P15917; multiplex microsphere protease cleavage assay, LF; inhibition, % at 10 µM; 360,000 compounds, 0.12% hits; note: plate controls were buffer without enzyme for full effect and enzyme alone for no effect
The depositor's hits bear a star. Cut-off read from the data, not from the text of the source, unless noted: active = inhibition above about 30%; inconclusive = no clear call, values can overlap the other calls; inactive = below that.

Screening CCOC(=O)c1sc2nc(Cc3ccc(Cl)cc3)[nH]c(=S)c2c1C returned BoNT A protease -0.1, FadD28 binding -1.1, BoNT F protease 4, PfHsp40 rescue -1.3, UGM FP inh 2.2, GDH-TPI counter -2, FBA Mtb inh -4 and Anthrax LF prot -4.
Cc1c(C(=O)O)oc2c1ccc1ccccc12 was read as BoNT A protease 1.0, FadD28 binding -4.5, BoNT F protease inconclusive, PfHsp40 rescue 2.1, UGM FP inh 2.3, Mtb BioA inh 1.3, GDH-TPI counter -3, FBA Mtb inh 6 and Anthrax LF prot -2.
For C/C(N)=C(/C#N)C(=O)COC(=O)c1ccc(C)c(S(=O)(=O)N2CCCCC2)c1 the results were BoNT A protease -0.2, FadD28 binding -1.5, BoNT F protease 4, PfHsp40 rescue -0.1, UGM FP inh 1.1, Mtb BioA inh 5.6, GDH-TPI counter 3, FBA Mtb inh 1 and Anthrax LF prot -3.
CCOC(=O)C1C(=O)CC(C)(O)C(C(=O)OCC)C1c1ccccc1 (configuration not stated) was read as BoNT A protease -0.4, FadD28 binding 2.4, BoNT F protease -31, PfHsp40 rescue 0.4, UGM FP inh 0.9, Mtb BioA inh -1.0, GDH-TPI counter 0, FBA Mtb inh 9 and Anthrax LF prot 0.
`COc1ccc(-c2cn(CCC(=O)O)c(-c3ccncc3)n2)cc1` gave BoNT A protease 0.2, FadD28 binding 0.4, BoNT F protease -2, PfHsp40 rescue 8.1, UGM FP inh 0.3, Mtb BioA inh -0.2, GDH-TPI counter 6, FBA Mtb inh 3 and Anthrax LF prot -4.
For COc1ccc(N2C(=O)CSC23C(=O)N2c4c(cccc43)C(C)=CC2(C)C)cc1 (configuration not stated) the results were BoNT A protease -1.3, FadD28 binding -3.8, BoNT F protease -4, PfHsp40 rescue 1.6, UGM FP inh -0.9, Mtb BioA inh -1.4, GDH-TPI counter 10, FBA Mtb inh 2 and Anthrax LF prot -4.
For COc1cccc2[nH]c(=O)c(-c3ccccc3)cc12 the results were BoNT A protease -2.1, FadD28 binding -2.9, BoNT F protease -12, PfHsp40 rescue 1.0, UGM FP inh -1.3, Mtb BioA inh 1.0, GDH-TPI counter 9, FBA Mtb inh 71* and Anthrax LF prot 9.
`CCN(CC(=O)Nc1ccc(NC(C)=O)cc1)CC(=O)Nc1cccc2ccccc12` gave BoNT A protease -0.2, FadD28 binding -3.7, BoNT F protease -8, Mtb BioA inh -1.0, GDH-TPI counter -10, FBA Mtb inh -3 and Anthrax LF prot -9.
Screening CC1(C)CC2CC(C)(CN2C(=O)COC(=O)c2ccccc2C(F)(F)F)C1 (configuration not stated) returned BoNT A protease 0.1, FadD28 binding -5.3, BoNT F protease 2, PfHsp40 rescue 0.2, UGM FP inh -2.5, Mtb BioA inh 1.0, GDH-TPI counter -4, FBA Mtb inh -2 and Anthrax LF prot 2.
`CC(C)NC(=O)C1CCN(C2CCN(C(=O)c3cc4c(s3)CCCCC4)CC2)CC1` gave BoNT A protease -1.3, FadD28 binding -0.9, BoNT F protease -7, PfHsp40 rescue -0.8, UGM FP inh -0.4, GDH-TPI counter -8, FBA Mtb inh -1 and Anthrax LF prot -5.
CCCOC(=O)c1ccc(NC(=O)/C=C/c2cccs2)cc1 was read as BoNT A protease 0.0, FadD28 binding -6.6, BoNT F protease -6, PfHsp40 rescue 8.8, UGM FP inh -3.3, Mtb BioA inh -0.5, GDH-TPI counter 20, FBA Mtb inh -1 and Anthrax LF prot -1.
`Cc1noc(NS(=O)(=O)c2ccc(NC(=O)CS(=O)(=O)c3ccccc3)cc2)c1C` gave BoNT A protease -0.3, FadD28 binding 1.6, BoNT F protease 3, PfHsp40 rescue 0.3, UGM FP inh -1.2, Mtb BioA inh 0.3, GDH-TPI counter 1, FBA Mtb inh 1 and Anthrax LF prot 1.
For CC1CC2c3cccc(C(=O)O)c3C(=O)N2c2ccc(Cl)cc21 (configuration not stated) the results were BoNT A protease -0.5, FadD28 binding -3.6, BoNT F protease -4, PfHsp40 rescue -0.9, UGM FP inh 0.3, Mtb BioA inh -1.3, GDH-TPI counter -4, FBA Mtb inh 1 and Anthrax LF prot -3.
For CC(C)(C)c1ccc(C(=O)NCC(=O)N/N=C/c2cccnc2)cc1 the results were BoNT A protease 0.0, FadD28 binding -3.5, BoNT F protease -3, PfHsp40 rescue -1.3, UGM FP inh -1.0, Mtb BioA inh -1.0, GDH-TPI counter -3, FBA Mtb inh -3 and Anthrax LF prot -1.
COc1ccc(Cc2nnc(SC)n2-c2ccc(F)cc2)cc1OC was read as BoNT A protease 0.0, FadD28 binding -3.7, BoNT F protease -2, Mtb BioA inh 8.0, FBA Mtb inh 2 and Anthrax LF prot -2.
Screening Cc1cc(OC(=O)c2ccc(S(=O)(=O)N3CCOCC3)cc2)c([N+](=O)[O-])c(=O)[nH]1 returned BoNT A protease -0.5, FadD28 binding -0.8, BoNT F protease 2, PfHsp40 rescue -0.1, GDH-TPI counter 7, FBA Mtb inh -3 and Anthrax LF prot -1.
Cn1c(=O)[nH]c(=O)c2c1nc(N1CCN(C(=O)c3ccco3)CC1)n2CCCSc1ncccn1 was read as BoNT A protease -0.4, FadD28 binding -3.1, BoNT F protease 1, PfHsp40 rescue -0.2, Mtb BioA inh -3.1, GDH-TPI counter -2, FBA Mtb inh 1 and Anthrax LF prot 1.
For COCCCNC(=S)Nc1ccccc1[N+](=O)[O-] the results were BoNT A protease -0.6, FadD28 binding -0.8, BoNT F protease -4, PfHsp40 rescue -0.2, UGM FP inh -1.2, Mtb BioA inh -0.8, GDH-TPI counter -2, FBA Mtb inh -1 and Anthrax LF prot -4.
For CCCC(C)NC(=O)CN(Cc1ccco1)S(=O)(=O)c1ccccc1 (configuration not stated) the results were FadD28 binding -0.4, PfHsp40 rescue 1.3, UGM FP inh -2.3, Mtb BioA inh -1.3, GDH-TPI counter -5 and FBA Mtb inh -1.
COc1cc(-c2nc3ccc(C)cn3c2NCc2ccccc2)ccc1SC1CCCCC1 was read as BoNT A protease -0.7, FadD28 binding 0.5, BoNT F protease -5, PfHsp40 rescue 0.0, UGM FP inh -1.0, Mtb BioA inh -1.4, GDH-TPI counter 12, FBA Mtb inh 39* and Anthrax LF prot -4.
Screening CC(C)(C)c1ccc(OCCn2nc(C(=O)O)c3ccccc3c2=O)cc1 returned BoNT A protease -2.4, FadD28 binding -6.0, BoNT F protease -19, PfHsp40 rescue 7.5, UGM FP inh 1.2, Mtb BioA inh 1.9, GDH-TPI counter -1, FBA Mtb inh -1 and Anthrax LF prot 16.
For O=C(Nc1ccc(Cl)cc1)Nc1nnc(CSCc2ccc(Cl)cc2)s1 the results were BoNT A protease -0.3, FadD28 binding -1.1, BoNT F protease 0, PfHsp40 rescue -0.6, UGM FP inh -0.4, GDH-TPI counter 7, FBA Mtb inh 0 and Anthrax LF prot -2.
Cc1cc(C(=O)OCC(=O)Nc2ccc(F)c(F)c2F)c(C)o1 was read as BoNT A protease 1.0, FadD28 binding -1.5, BoNT F protease 7, PfHsp40 rescue -0.2, UGM FP inh 0.4, GDH-TPI counter -4, FBA Mtb inh -1 and Anthrax LF prot 3.
`Cc1ccc(S(=O)(=O)NCC(=O)Nc2ccc(C(F)(F)F)cc2)cc1` gave BoNT A protease -1.2, FadD28 binding -1.8, BoNT F protease -2, PfHsp40 rescue -1.6, Mtb BioA inh 0.4, GDH-TPI counter 0, FBA Mtb inh -2 and Anthrax LF prot -1.
For Cc1ccc(Cn2c(=O)c3ccccc3n3c(CCC(=O)NCCN4CCOCC4)nnc23)cc1 the results were BoNT A protease -2.4, FadD28 binding -1.2, BoNT F protease -1, PfHsp40 rescue -0.8, UGM FP inh -1.3, Mtb BioA inh -0.5, GDH-TPI counter 10, FBA Mtb inh 10 and Anthrax LF prot -2.
For O=C(N[C@@H]1C/C=C\C[C@@H](CC(=O)N(CCO)Cc2ccccc2)C(=O)NCCOC1=O)OCC1c2ccccc2-c2ccccc21 the results were BoNT A protease 0.2, FadD28 binding 0.4, BoNT F protease -14, PfHsp40 rescue -1.8, UGM FP inh -1.8, Mtb BioA inh -1.8, GDH-TPI counter 9, FBA Mtb inh 3 and Anthrax LF prot 4.
Screening CCc1nc2ccc(C(=O)Nc3cc(-c4ccccc4)ccc3OC)cn2c1N(C)CCC(C)C returned BoNT A protease -0.4, FadD28 binding -3.0, BoNT F protease -11, Mtb BioA inh -2.6, GDH-TPI counter -4, FBA Mtb inh -3 and Anthrax LF prot -5.
`COc1ccc(S(=O)(=O)N2CCC(O)(c3ccc(Cl)cc3)CC2)cc1` gave BoNT A protease 1.7, FadD28 binding -1.7, BoNT F protease -1, PfHsp40 rescue 4.7, UGM FP inh -3.6, Mtb BioA inh 3.5, GDH-TPI counter 1, FBA Mtb inh -5 and Anthrax LF prot 1.
For COc1ccc(OC)c2c(N3CCN(C)CC3)cc(C(F)(F)F)nc12 the results were BoNT A protease 1.4, FadD28 binding -1.0, BoNT F protease -1, PfHsp40 rescue 0.5, UGM FP inh -0.3, Mtb BioA inh -0.3, GDH-TPI counter 17, FBA Mtb inh 1 and Anthrax LF prot 4.
For O=C(CSc1ccc2nnc(-c3ccccn3)n2n1)Nc1ccc2c(c1)OCCO2 the results were BoNT A protease -0.8, FadD28 binding 0.9, BoNT F protease 2, PfHsp40 rescue 0.2, UGM FP inh -0.4, Mtb BioA inh 1.7, GDH-TPI counter 8, FBA Mtb inh 5 and Anthrax LF prot 1.
Screening COc1ccc2ccccc2c1CNCCc1ccccc1 returned BoNT A protease -3.1, FadD28 binding -0.1, BoNT F protease -16, PfHsp40 rescue 0.5, UGM FP inh 0.5, Mtb BioA inh 3.0, GDH-TPI counter 1, FBA Mtb inh 1 and Anthrax LF prot -7.
For Cc1ccccc1Cn1cc(S(=O)(=O)CC(=O)Nc2nccs2)c2ccccc21 the results were BoNT A protease 0.0, FadD28 binding -3.3, BoNT F protease -11, PfHsp40 rescue -0.9, UGM FP inh 1.3, Mtb BioA inh -0.9, GDH-TPI counter 6, FBA Mtb inh -3 and Anthrax LF prot 1.
Screening O=C(CN1CCC(C(=O)c2ccc3c(c2)OCCO3)CC1)NCc1ccccc1 returned BoNT A protease -0.9, FadD28 binding -1.1, BoNT F protease 8, PfHsp40 rescue -1.0, UGM FP inh 4.7, Mtb BioA inh 0.2, GDH-TPI counter 1, FBA Mtb inh 3 and Anthrax LF prot 0.
Screening O=S(=O)(Nc1cccc(-c2nc3cccnc3s2)c1)c1ccc2c(c1)CCCC2 returned BoNT A protease -0.5, FadD28 binding -1.6, BoNT F protease -16, PfHsp40 rescue -1.1, UGM FP inh 2.1, Mtb BioA inh 0.1, GDH-TPI counter 3, FBA Mtb inh 14 and Anthrax LF prot -5.
Screening COCCNC(=O)/C=C/c1c(Cl)cccc1Cl returned BoNT A protease -0.5, FadD28 binding -1.5, BoNT F protease 2, PfHsp40 rescue -1.5, UGM FP inh -1.3, GDH-TPI counter 0, FBA Mtb inh 1 and Anthrax LF prot 0.

No new results follow: four of the compounds above.
For Cc1ccccc1Cn1cc(S(=O)(=O)CC(=O)Nc2nccs2)c2ccccc21 the results were BoNT A protease 0.0, FadD28 binding -3.3, BoNT F protease -11, PfHsp40 rescue -0.9, UGM FP inh 1.3, Mtb BioA inh -0.9, GDH-TPI counter 6, FBA Mtb inh -3 and Anthrax LF prot 1.
Screening O=C(CN1CCC(C(=O)c2ccc3c(c2)OCCO3)CC1)NCc1ccccc1 returned BoNT A protease -0.9, FadD28 binding -1.1, BoNT F protease 8, PfHsp40 rescue -1.0, UGM FP inh 4.7, Mtb BioA inh 0.2, GDH-TPI counter 1, FBA Mtb inh 3 and Anthrax LF prot 0.
Screening O=S(=O)(Nc1cccc(-c2nc3cccnc3s2)c1)c1ccc2c(c1)CCCC2 returned BoNT A protease -0.5, FadD28 binding -1.6, BoNT F protease -16, PfHsp40 rescue -1.1, UGM FP inh 2.1, Mtb BioA inh 0.1, GDH-TPI counter 3, FBA Mtb inh 14 and Anthrax LF prot -5.
Screening COCCNC(=O)/C=C/c1c(Cl)cccc1Cl returned BoNT A protease -0.5, FadD28 binding -1.5, BoNT F protease 2, PfHsp40 rescue -1.5, UGM FP inh -1.3, GDH-TPI counter 0, FBA Mtb inh 1 and Anthrax LF prot 0.
